Compound activity (PubChem BioAssay)
CHT PAM = CHT positive allosteric modulators, primary screen, cell-based, membrane potential dye, choline EC20 | 0.49% of 310,000 active | CHT-expressing cells; hits give high values; LV-AA mutant CHT in HEK293 cells | B-score at 10 µM | AID 488977, 2010;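 active = initial fluorescence not abnormally high and integrated response B-score, plate-corrected, over 3 SD above library mean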
Target sequence (Q9GZV3 whole entry, looked up): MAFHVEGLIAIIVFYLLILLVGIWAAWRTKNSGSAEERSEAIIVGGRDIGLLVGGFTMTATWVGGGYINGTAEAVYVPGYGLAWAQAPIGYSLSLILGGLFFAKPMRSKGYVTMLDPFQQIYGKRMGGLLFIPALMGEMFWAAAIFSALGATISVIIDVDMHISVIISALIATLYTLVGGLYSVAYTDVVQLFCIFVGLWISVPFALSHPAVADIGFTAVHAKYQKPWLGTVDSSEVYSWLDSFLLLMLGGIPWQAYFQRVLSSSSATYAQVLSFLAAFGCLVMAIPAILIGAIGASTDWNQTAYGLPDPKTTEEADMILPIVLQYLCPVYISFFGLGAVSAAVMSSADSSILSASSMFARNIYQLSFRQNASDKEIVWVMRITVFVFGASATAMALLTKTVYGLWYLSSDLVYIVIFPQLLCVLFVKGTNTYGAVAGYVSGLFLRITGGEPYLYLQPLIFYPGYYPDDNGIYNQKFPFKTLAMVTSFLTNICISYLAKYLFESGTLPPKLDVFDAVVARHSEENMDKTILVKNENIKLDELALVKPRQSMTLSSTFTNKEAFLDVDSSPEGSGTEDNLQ
OX1R antag-1 = OX1R (HCRTR1) antagonists, primary screen, fluorescence, CHO/OX1R cells, Fluo-8 calcium, orexin A | Orexin/Hypocretin receptor type 1 (Homo sapiens), O43613 | Fluo-8 calcium fluorescence | inhibition, % at 5 µM | 0.43% of 330,000 active | AID 434989, 2010;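 active = inhibition above its plate's threshold, mean inhibition of all tested compounds on the plate plus 3 SD, cut at about 37% in these data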;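 note: 0% = orexin A challenge wells and 100% = SB-334867-A antagonist wells; not every result past the cut was called active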
Target sequence (O43613 whole entry, looked up): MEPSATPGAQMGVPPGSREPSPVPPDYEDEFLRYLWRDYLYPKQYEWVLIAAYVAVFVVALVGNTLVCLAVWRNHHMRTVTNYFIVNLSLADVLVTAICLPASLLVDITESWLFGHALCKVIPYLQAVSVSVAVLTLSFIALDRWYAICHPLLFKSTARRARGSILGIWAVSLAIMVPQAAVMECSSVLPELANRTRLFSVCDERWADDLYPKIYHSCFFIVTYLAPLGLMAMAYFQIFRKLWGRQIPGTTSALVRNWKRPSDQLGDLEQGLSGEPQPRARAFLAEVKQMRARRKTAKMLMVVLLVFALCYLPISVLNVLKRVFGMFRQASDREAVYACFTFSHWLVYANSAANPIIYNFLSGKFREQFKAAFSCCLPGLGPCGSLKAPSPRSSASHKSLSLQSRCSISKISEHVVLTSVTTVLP
OX1R antag-2 = antagonists of human orexin 1 receptor (OX1R). Orexin/Hypocretin receptor type 1 (Homo sapiens), O43613. 1.8% of 330,000 active. AID 485270, 2010. OX1R-expressing cells, FRET antagonist read-out. inhibition, % at 6.6 µM; in the data active = inhibition mostly above about 38%, no sharp cut-off; inactive = mostly below about 40%;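 note: 0% = agonist challenge alone and 100% = reference antagonist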
Starred values were filed as active, the others as inactive.

Cc1[nH]c(C)c(S(=O)(=O)NCc2ccccc2Cl)c1C(=O)N1CCCC1 was read as CHT PAM inactive, OX1R antag-1 -3 and OX1R antag-2 17.
Screening O=C(Nc1ccncc1)c1cc(-c2ccccn2)nc2ccc(Br)cc12 returned CHT PAM inactive, OX1R antag-1 -4 and OX1R antag-2 4.
`O=c1[nH]c2ccccc2c(=O)n1CCCO` gave CHT PAM inactive, OX1R antag-1 -9 and OX1R antag-2 3.
Screening O=C(CSc1nnnn1-c1ccccc1)c1cc2ccccc2oc1=O returned CHT PAM inactive, OX1R antag-1 -26 and OX1R antag-2 17.
`Cc1cc(C)nc(SCc2cnc(C)nc2N)n1` gave CHT PAM inactive, OX1R antag-1 -13 and OX1R antag-2 4.
Screening COC(=O)NCC(c1ccco1)N1CCN(c2ccccc2)CC1 (centres undefined) returned CHT PAM inactive, OX1R antag-1 -12 and OX1R antag-2 20.
Screening O=C(c1ccco1)N1CCN(C(=O)c2[nH]ncc2[N+](=O)[O-])CC1 returned CHT PAM inactive, OX1R antag-1 0 and OX1R antag-2 19.
For O=C(NCCc1ccccc1)Nc1cccc(Cl)c1 the results were CHT PAM inactive, OX1R antag-1 -14 and OX1R antag-2 26.
Screening O=C(CN1C(=O)N/C(=C\c2ccccc2OCc2ccc(C(=O)O)cc2)C1=O)Nc1ccccc1F returned CHT PAM inactive, OX1R antag-1 -9 and OX1R antag-2 20.
For COCCCNC(=O)C(=O)NCC1CCCN1S(=O)(=O)c1cccs1 (centres undefined) the results were CHT PAM inactive, OX1R antag-1 -17 and OX1R antag-2 13.
Cc1ccc([N+](=O)[O-])cc1-c1ccc2cccc(C)c2n1 was read as CHT PAM inactive, OX1R antag-1 -14 and OX1R antag-2 3.
`CCC(C)[C@H](NC(=O)NCc1ccccc1Cl)C(=O)OC` (some centres undefined) gave CHT PAM inactive, OX1R antag-1 -22 and OX1R antag-2 -3.
Screening COc1cc2c(cc1OC)C(C)N(C(=O)c1sc(-c3cnccn3)nc1C)CC2 (centres undefined) returned CHT PAM inactive, OX1R antag-1 -18 and OX1R antag-2 8.
Screening CC1(C)CC(=O)C2=C(C1)OC(N)=C(C#N)C21CCC2(CC1)OCCO2 returned CHT PAM inactive, OX1R antag-1 -10 and OX1R antag-2 -1.
`O=C(CCCOc1ccccc1)NCC1CCCO1` (centres undefined) gave CHT PAM inactive, OX1R antag-1 -7 and OX1R antag-2 12.
`COc1ccc(CCNC(=O)COC(=O)COc2c(C)cc(C)cc2C)cc1OC` gave CHT PAM inactive, OX1R antag-1 -24 and OX1R antag-2 17.
Screening Cc1cccnc1CCNC(=O)c1ccc(OC2CCN(Cc3ccccn3)CC2)cc1 returned CHT PAM inactive, OX1R antag-1 -13 and OX1R antag-2 0.
`Cc1ccc(C)c(Cn2nnc(C(=O)Nc3ccc4c(c3)OCCO4)c2N)c1` gave CHT PAM inactive, OX1R antag-1 22 and OX1R antag-2 6.
Screening O=C(COC(=O)c1ccc(F)c(S(=O)(=O)N2CCOCC2)c1)NCCc1ccc(F)cc1 returned OX1R antag-1 -8 and OX1R antag-2 1.
COCCCNC(=O)c1cc2cc([N+](=O)[O-])cc(OC)c2oc1=O was read as CHT PAM inactive, OX1R antag-1 5 and OX1R antag-2 20.
For Cc1ccccc1OC(C)C(=O)Nc1ccc2c(c1)OCCO2 (centres undefined) the results were CHT PAM inactive, OX1R antag-1 -11 and OX1R antag-2 6.
For Cc1nc(=O)c(-c2ccccc2)c(C)n1CCCO the results were CHT PAM inactive, OX1R antag-1 -6 and OX1R antag-2 8.
Screening CC(C)C(=O)Nc1ccc(-c2ccc3nncn3n2)cc1 returned CHT PAM inactive, OX1R antag-1 0 and OX1R antag-2 21.
Screening CC1CCN(CCc2nc3cc(NC(=O)COc4ccc(Cl)cc4)ccc3n2C)CC1 returned CHT PAM inactive, OX1R antag-1 -16 and OX1R antag-2 15.
Nc1c(C(=O)O)sc2nc(-c3ccccc3)c3c(c12)CCCC3 was read as CHT PAM inactive, OX1R antag-1 -17 and OX1R antag-2 5.
For CCc1ccc(-c2ccc(SCc3ccccn3)nn2)cc1 the results were CHT PAM inactive, OX1R antag-1 -20 and OX1R antag-2 21.
For O=C(Nc1nnc(-c2ccccc2)o1)c1cccc(N2C(=O)CCC2=O)c1 the results were CHT PAM inactive, OX1R antag-1 -5 and OX1R antag-2 13.
Cn1c(=O)cc(SCC(=O)Nc2ccc3c(c2)OCO3)c2ccccc21 was read as CHT PAM inactive, OX1R antag-1 -22 and OX1R antag-2 32.
For N=c1c2c3c(sc2nc2n1CCC2)CCCC3 the results were CHT PAM inactive, OX1R antag-1 1 and OX1R antag-2 11.
O=S(=O)(c1ccccc1)N1CCCc2ccccc21 was read as CHT PAM inactive, OX1R antag-1 -14 and OX1R antag-2 17.
`COc1cccc(C(=O)NCCS(=O)(=O)NCc2ccc3c(c2)OCO3)c1` gave CHT PAM inactive, OX1R antag-1 -30 and OX1R antag-2 6.
Screening CC(/C=C1\SC(=S)N(CCC(=O)Nc2ccccc2O)C1=O)=C\c1ccccc1 returned CHT PAM inactive, OX1R antag-1 -5 and OX1R antag-2 20.
Nc1nc(N2CCCCC2)nc(N2CCCCC2)n1 was read as CHT PAM inactive, OX1R antag-1 -8 and OX1R antag-2 19.
For CCN(CC)C(=O)CSc1nnc([C@@H](N)C(C)C)o1 the results were CHT PAM inactive, OX1R antag-1 -19 and OX1R antag-2 10.
CCOC(=O)N1CCN(c2c(NCCCN(CC)c3cccc(C)c3)c(=O)c2=O)CC1 was read as CHT PAM inactive, OX1R antag-1 -10 and OX1R antag-2 2.
Screening COc1ccc(N/C=C\C(=O)c2ccc3ccccc3c2)cc1 returned CHT PAM inactive, OX1R antag-1 -31 and OX1R antag-2 14.
`COc1ccc(C(C)=O)cc1COC(=O)C1CCN(C(=O)c2ccc(Cl)cc2)CC1` gave OX1R antag-1 -26 and OX1R antag-2 3.
COc1ccc(C(CNC(=O)c2cccc(S(=O)(=O)N3CCCC(C)C3)c2)N(C)C)cc1 (centres undefined) was read as OX1R antag-1 -34 and OX1R antag-2 9.
`O=S1(=O)C=CC(Sc2nc3ccccc3[nH]2)C1` (centres undefined) gave CHT PAM inactive, OX1R antag-1 1 and OX1R antag-2 9.
For CC(=O)Nc1ccc(NC(=O)C(=O)N/N=C/c2cccnc2)cc1 the results were CHT PAM inactive, OX1R antag-1 0 and OX1R antag-2 3.
Screening CCCC(=O)Nc1nn(CC)c2nc3ccc(C)cc3cc12 returned CHT PAM inactive, OX1R antag-1 -6 and OX1R antag-2 19.
`CC1Cc2ccccc2N1C(=O)c1cccnc1` (centres undefined) gave CHT PAM inactive, OX1R antag-1 0 and OX1R antag-2 10.
Screening Cc1ccc(S(=O)(=O)N2CCC(C(=O)NNS(=O)(=O)c3ccc(Cl)cc3)CC2)cc1 returned CHT PAM inactive, OX1R antag-1 -30 and OX1R antag-2 11.
Screening Cc1ccc(S(=O)(=O)NCCC(=O)NCc2ccccn2)cc1 returned CHT PAM inactive, OX1R antag-1 -11 and OX1R antag-2 17.
`CC(Oc1ccccc1F)c1nnc(SCC(=O)NCc2ccc3c(c2)OCO3)o1` (centres undefined) gave OX1R antag-1 -21 and OX1R antag-2 10.
Screening Cc1c(NC(=O)C(C)OC(=O)Cc2ccc(F)cc2)c(=O)n(-c2ccccc2)n1C (centres undefined) returned CHT PAM inactive, OX1R antag-1 -10 and OX1R antag-2 7.
`Fc1ccccc1N1CCN(Cc2cccnc2)CC1` gave CHT PAM inactive, OX1R antag-1 1 and OX1R antag-2 4.
Screening O=C1C(c2ccc(F)cc2)N(Cc2ccc3c(c2)OCO3)C(=O)CN1C1CCCCC1 (centres undefined) returned CHT PAM inactive, OX1R antag-1 -23 and OX1R antag-2 8.
`C/C(=N\NC(=O)c1ccncc1)c1ccc(NC(=O)c2ccc(Cl)cc2)cc1` gave CHT PAM inactive, OX1R antag-1 -5 and OX1R antag-2 17.
For COc1ccc(CC(=O)N/N=C/c2ccc(-c3cccc(C(=O)O)c3)o2)cc1OC the results were CHT PAM inactive, OX1R antag-1 -14 and OX1R antag-2 30.
Cn1c(CO)c(-c2ccccc2)c2cc([N+](=O)[O-])ccc21 was read as CHT PAM inactive, OX1R antag-1 -30 and OX1R antag-2 28.
Screening Cc1c(Cl)c([N+](=O)[O-])nn1CC(=O)NCc1ccc(Cl)cc1 returned CHT PAM inactive, OX1R antag-1 -11 and OX1R antag-2 5.
`O=C(COc1ccccc1/C=C1\SC(=O)NC1=O)Nc1ccc(F)cc1` gave CHT PAM inactive, OX1R antag-1 -22 and OX1R antag-2 77*.
CCCCn1c(N)c(N(CCOC)C(=O)c2ccc(N3CCCC3=O)cc2)c(=O)[nH]c1=O was read as OX1R antag-1 5 and OX1R antag-2 13.
For CCC(C)c1c(O)nc(SCC(=O)N2CCCCCC2)[nH]c1=O (centres undefined) the results were CHT PAM inactive, OX1R antag-1 -3 and OX1R antag-2 19.
`COc1cc2c(cc1OC)C(C)N(C(=O)Cc1ccc(C(F)(F)F)cc1)CC2` (centres undefined) gave CHT PAM inactive, OX1R antag-1 -39 and OX1R antag-2 20.
C=C(C)CSc1nnc(-c2ccccc2)n1N was read as CHT PAM inactive, OX1R antag-1 -3 and OX1R antag-2 6.
For C#CCOc1c(Cl)cc(/C=C2/C(=O)ON=C2C)cc1OCC the results were CHT PAM inactive, OX1R antag-1 -8 and OX1R antag-2 -4.
`Cc1cc(N/N=C/c2ccc(O)cc2)nc(NS(=O)(=O)c2ccccc2)n1` gave CHT PAM inactive, OX1R antag-1 -7 and OX1R antag-2 14.
Screening Cc1ccccc1Cn1ccc(NC(=O)c2cnn3cccnc23)n1 returned CHT PAM inactive, OX1R antag-1 -22 and OX1R antag-2 17.
For CN(C)CCCNC(=S)/N=c1\sccn1Cc1ccccc1Cl the results were CHT PAM inactive, OX1R antag-1 -23 and OX1R antag-2 11.
Screening Cc1ccccc1NC(=S)NC(=O)CCc1ccccc1 returned CHT PAM inactive, OX1R antag-1 -19 and OX1R antag-2 12.
For C/C(N)=C(/C#N)C(=O)COC(=O)c1cc(-c2cccc3ccccc23)nc2ccccc12 the results were CHT PAM inactive, OX1R antag-1 -17 and OX1R antag-2 14.
CCOC(=O)c1ccc(NC(=O)C(=O)NCc2ccco2)cc1 was read as CHT PAM inactive, OX1R antag-1 -27 and OX1R antag-2 13.
For COc1ccc(-c2cc(-c3ccccc3O)[nH]n2)cc1OC the results were CHT PAM inactive, OX1R antag-1 -27 and OX1R antag-2 10.
O=C1CCN(CCc2ccccc2)CCN1[C@H](CO)Cc1ccccc1 was read as CHT PAM inactive, OX1R antag-1 -7 and OX1R antag-2 14.
For O=C(O)CC(C(=O)Nc1ccc(Cl)c(Cl)c1)C1CCCO1 (centres undefined) the results were CHT PAM inactive, OX1R antag-1 -7 and OX1R antag-2 10.
Screening O=C1NC2(CCN(Cc3ccccc3)CC2)Oc2ccccc21 returned CHT PAM inactive, OX1R antag-1 -7 and OX1R antag-2 10.
Screening CN(CC(=O)NCCc1ccc(S(N)(=O)=O)cc1)CC(=O)Nc1ccccc1C(F)(F)F returned OX1R antag-1 -3 and OX1R antag-2 6.
Screening CC(=O)c1cn(CC(=O)Nc2ccccc2Cl)c2ccccc12 returned CHT PAM inactive, OX1R antag-1 -11 and OX1R antag-2 5.
Screening O=C(NCc1ccccc1Cl)c1ccc[nH]1 returned CHT PAM inactive, OX1R antag-1 -10 and OX1R antag-2 -6.
Screening CCOc1ccccc1/C=N/NC(=O)Cc1csc(Nc2cccc(C(F)(F)F)c2)n1 returned CHT PAM inactive, OX1R antag-1 -33 and OX1R antag-2 21.

Not a retest: an excerpt of the list.
Screening CC(=O)c1cn(CC(=O)Nc2ccccc2Cl)c2ccccc12 returned CHT PAM inactive, OX1R antag-1 -11 and OX1R antag-2 5.
Screening O=C(NCc1ccccc1Cl)c1ccc[nH]1 returned CHT PAM inactive, OX1R antag-1 -10 and OX1R antag-2 -6.
Screening CCOc1ccccc1/C=N/NC(=O)Cc1csc(Nc2cccc(C(F)(F)F)c2)n1 returned CHT PAM inactive, OX1R antag-1 -33 and OX1R antag-2 21.

Next records follow:
CC(=O)c1ccc(-n2c(CCC(=O)O)ccc2-c2ccccc2)cc1 was read as CHT PAM inactive, OX1R antag-1 -9 and OX1R antag-2 1.
`CCn1c(O)c(N=NC(=O)C(O)c2ccccc2)c2ccccc21` (centres undefined) gave CHT PAM inactive, OX1R antag-1 -9 and OX1R antag-2 59.
`Cc1ccc(C(=O)COC(=O)c2nc(Cl)ccc2Cl)cc1` gave OX1R antag-1 -16 and OX1R antag-2 17.
Screening CCc1nn(CC(=O)Nc2ccc(Br)c(C)c2)c(=N)s1 returned CHT PAM inactive, OX1R antag-1 -26 and OX1R antag-2 19.
`CCOc1ccc(NC(=O)CN(C)C(=O)c2cc(-c3cccs3)nn2-c2ccccc2)cc1OCC` gave CHT PAM inactive, OX1R antag-1 -33 and OX1R antag-2 24.
Screening Cc1ccc(Cc2nnc3n(-c4ccccc4)nc(C(=O)c4ccccc4)n3c2=O)cc1 returned CHT PAM inactive, OX1R antag-1 -34 and OX1R antag-2 9.

Part of the list above in order of length of the SMILES, smallest number first:
Screening CCc1nn(CC(=O)Nc2ccc(Br)c(C)c2)c(=N)s1 returned CHT PAM inactive, OX1R antag-1 -26 and OX1R antag-2 19.
CC(=O)c1ccc(-n2c(CCC(=O)O)ccc2-c2ccccc2)cc1 was read as CHT PAM inactive, OX1R antag-1 -9 and OX1R antag-2 1.
`CCOc1ccc(NC(=O)CN(C)C(=O)c2cc(-c3cccs3)nn2-c2ccccc2)cc1OCC` gave CHT PAM inactive, OX1R antag-1 -33 and OX1R antag-2 24.
